Screening results as filed in PubChem BioAssay.
D1 ag: human D1 receptor agonism | activation, % at 2 µM | HEK293 T-REx D1 cells, calcium flux, agonist mode | 360,000 tested, 1% active | AID 504660; note: 0% is about no effect
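Tetracycline-induced HEK293 TREx D1 cells, force-coupled to calcium signalling, were dye-loaded with a no-wash calcium kit. Compound was pin-added after a 10 s baseline. Fluorescence was read kinetically at 1 cycle/s for 180 s, with calcium rises flagged as agonism.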
TRHR agonist: agonists of human TRH receptor. P34981. TRHR cells, calcium flux fluo-8, FDSS agonist mode. activation, % at 2 µM. 360,000 tested, 0.18% active; note: 0% is about no effect
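TRHR-expressing cells, plated overnight in medium with 10% serum, were loaded with fluo-8 calcium dye at room temperature. After a 10 s baseline, library compound was pin-added and calcium release was recorded kinetically (ex 480/em 530) as agonist response.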
RXFP1 antag: blocks the human relaxin receptor RXFP1; activity change, negative = inhibition, % at 57.5 µM; Q9HBX9; 350,000 tested, 0.59% active; HEK293-RXFP1, relaxin-stimulated cAMP HTRF, 30 min; active compounds read low; AID 1259400;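 active = activity change of -60% or lower, but not beyond a set lower limit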; note: % is set by controls: 0 for no effect and ±100 for the full control effect
Target sequence (Q9HBX9 whole entry, looked up): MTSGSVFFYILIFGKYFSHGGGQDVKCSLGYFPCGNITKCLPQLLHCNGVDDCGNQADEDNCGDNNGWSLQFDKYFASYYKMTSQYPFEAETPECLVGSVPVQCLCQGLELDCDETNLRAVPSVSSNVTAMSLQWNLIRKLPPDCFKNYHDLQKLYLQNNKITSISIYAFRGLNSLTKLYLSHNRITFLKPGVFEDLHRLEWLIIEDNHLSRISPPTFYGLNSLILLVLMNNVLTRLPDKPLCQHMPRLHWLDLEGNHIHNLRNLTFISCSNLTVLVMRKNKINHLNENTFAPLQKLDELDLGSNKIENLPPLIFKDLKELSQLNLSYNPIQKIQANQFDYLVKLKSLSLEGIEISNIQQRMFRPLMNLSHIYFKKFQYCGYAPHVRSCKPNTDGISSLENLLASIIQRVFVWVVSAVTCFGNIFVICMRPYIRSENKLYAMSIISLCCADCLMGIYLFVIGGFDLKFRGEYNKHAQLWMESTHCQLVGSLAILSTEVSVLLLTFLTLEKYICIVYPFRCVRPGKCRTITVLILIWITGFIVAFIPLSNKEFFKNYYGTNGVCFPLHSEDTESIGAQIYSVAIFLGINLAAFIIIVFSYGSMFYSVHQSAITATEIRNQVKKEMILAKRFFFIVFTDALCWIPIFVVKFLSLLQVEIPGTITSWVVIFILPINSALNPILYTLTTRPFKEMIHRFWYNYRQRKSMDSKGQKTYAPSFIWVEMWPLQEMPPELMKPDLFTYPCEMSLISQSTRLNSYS
D1 antag: antagonists of human D1 dopamine receptor; P21728; HEK293 TREx D1 cells, calcium flux, dopamine EC80; active compounds read low; 360,000 tested, 3.2% active; activity change, negative = inhibition, % at 10 µM; in the data active = activity change below about -30%; note: % is set by controls: 0 for no effect and ±100 for the full control effect
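Compound effects on dopamine-evoked calcium signalling were measured in tetracycline-induced HEK293 Trex D1 cells. Dopamine at EC80 followed a 180 s compound pre-read, and fluorescence was tracked kinetically for 180 s more.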
D1 potentiator: human D1 dopamine receptor positive modulation; P21728; HEK293 TREx D1 cells, calcium flux, dopamine EC20 potentiation; potentiation, % at 10 µM; 360,000 tested, 0.036% active; AID 504651; in the data active = potentiation above about 30%; note: 0% is about no effect
D2 antag: antagonizes the human D2 dopamine receptor; inhibition, % at 10 µM; 340,000 tested, 2% active; HEK293 TREx D2 cells, calcium flux, dopamine EC80; AID 485344; in the data active = inhibition above about 30%; note: 0% is about no effect
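Tetracycline-induced HEK293 T-REx cells expressing D2 force-coupled to calcium signalling were dye-loaded, exposed to compound for 180 s, then challenged with an EC80 of dopamine; calcium flux was followed kinetically for a further 180 s.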
D2 ag: D2 dopamine receptor (human) agonism; HEK293 T-REx D2 cells, calcium flux agonist mode; P14416; AID 485358; activation, % at 2 µM; 340,000 tested, 0.53% active;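 active = activation over 3 SD above normal in the single-dose calcium agonist read, cut at about 30% in these data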; note: 0% is about no effect
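HEK293 Trex D2 cells, tetracycline-induced, o/n 30 C 5% CO2; no-wash Ca dye, RT 30–90 min; 10-cycle baseline, 23 nl cpd added, kinetic Ca read 180 s; agonist hits = positive Ca response.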
D2 potentiator: positively modulates the human D2 dopamine receptor allosterically; HEK293 T-REx D2, calcium flux, EC20 dopamine potentiation; P14416; 340,000 tested, 0.34% active; AID 485347; potentiation, % at 10 µM;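 active = potentiation over 3 SD above the plate norm, cut at about 30% in these data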; note: 0% is about no effect
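Potentiation of an EC20 dopamine calcium response is measured in a force-coupled, tetracycline-inducible Hek293 Trex D2 line. Compound-only kinetic reads over 180 s flag agonists before dopamine addition.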
TRHR enhancer: TRH receptor (human) allosteric enhancement; AID 493056; 360,000 tested, 0.66% active; enhancement, % at 2 µM; P34981; TRHR cells, fluo-8 calcium fluorescence, EC20 TRH enhancement; in the data active = enhancement above about 30%; note: 0% is about no effect
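Enhancer read-out: after compound pinning and an initial kinetic agonist-mode read, an EC20 of TRH (10 nM final) was injected and fluo-8 calcium signal (Ex 480/Em 530) followed at 1 s/cycle for 100 cycles in TRHR-expressing cells.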
The depositor's hits bear a star; . = not tested or not shown. Cut-off read from the data, not from the text of the source, unless noted: active = activation above about 30%; inactive = the rest.

The first 12 entries, to show the layout:
Under each structure – D1 ag | TRHR agonist | RXFP1 antag | D1 antag | D1 potentiator | D2 antag | D2 ag | D2 potentiator | TRHR enhancer
1. Cc1ccc(-n2cc(C(=O)c3cc(Cl)ccc3O)cc(C#N)c2=O)cc1
  13 | 3.7 | -12 | 3 | 0 | 10 | 7.3 | -3 | 2
2. O=C(Nc1cc(Cl)c(Cl)cc1Cl)c1cccnc1
  3 | -0.1 | 0 | 5 | -3 | -28 | 0.7 | 6 | 0
3. NC(=O)c1ccc(NC(=O)CNC(=O)c2sc3ccccc3c2Cl)cc1
  2 | 0.9 | 2 | -6 | -2 | 12 | 0.0 | 3 | -8
4. CC(Oc1ccccc1)C(=O)Nc1ccccc1C(=O)OCc1cc(=O)n2nc(C(C)C)sc2n1 (configuration not stated)
  4 | -1.0 | 22 | 3 | 0 | . | 1.5 | 14 | 4
5. CCOC(=O)CSc1nnc(CNC(=O)c2ccc(S(=O)(=O)N(C)C)cc2)n1C
  0 | 0.2 | -2 | -5 | 0 | -5 | 0.6 | 3 | 2
6. O=C(CCCNC(=O)c1ccc(Cl)cc1)Nc1ccc(Br)cc1
  0 | -0.4 | -1 | -8 | -3 | 18 | 0.7 | -19 | 3
7. CN(CCCC(=O)Nc1ccccc1F)S(=O)(=O)c1ccc(F)cc1
  2 | -0.9 | -9 | 9 | -6 | -24 | -0.1 | 8 | -1
8. O=c1sc(Nc2ccccc2)nc2ccccc12
  2 | 0.1 | -14 | -3 | 1 | 5 | -0.4 | 6 | 2
9. CC1=C(C(=O)OCCC(C)C)C(c2ccc3c(c2)OCO3)NC(=O)N1 (configuration not stated)
  2 | -1.7 | -6 | 17 | 16 | -10 | -1.9 | 2 | 3
10. CC1CN(C(=O)CCC(=O)N2CCN(c3ccccn3)CC2)c2ccccc2O1 (configuration not stated)
  -1 | -0.8 | -9 | -4 | -8 | -22 | -0.5 | -7 | 2
11. Cc1ccc(C(C)NC(=O)c2ccc3c(c2)OCCO3)cc1C (configuration not stated)
  5 | -1.0 | -1 | -15 | 2 | -9 | -0.8 | 11 | 3
12. COc1cc2c(cc1OC)CN(C(=O)C1CCC(=O)N(CCCN3CCOCC3)C1)CC2 (configuration not stated)
  5 | 0.6 | 8 | 23 | -6 | -8 | -0.2 | 8 | 5

The list itself, repeating the preview:
Under each structure – D1 ag | TRHR agonist | RXFP1 antag | D1 antag | D1 potentiator | D2 antag | D2 ag | D2 potentiator | TRHR enhancer
1. Cc1ccc(-n2cc(C(=O)c3cc(Cl)ccc3O)cc(C#N)c2=O)cc1
  13 | 3.7 | -12 | 3 | 0 | 10 | 7.3 | -3 | 2
2. O=C(Nc1cc(Cl)c(Cl)cc1Cl)c1cccnc1
  3 | -0.1 | 0 | 5 | -3 | -28 | 0.7 | 6 | 0
3. NC(=O)c1ccc(NC(=O)CNC(=O)c2sc3ccccc3c2Cl)cc1
  2 | 0.9 | 2 | -6 | -2 | 12 | 0.0 | 3 | -8
4. CC(Oc1ccccc1)C(=O)Nc1ccccc1C(=O)OCc1cc(=O)n2nc(C(C)C)sc2n1 (configuration not stated)
  4 | -1.0 | 22 | 3 | 0 | . | 1.5 | 14 | 4
5. CCOC(=O)CSc1nnc(CNC(=O)c2ccc(S(=O)(=O)N(C)C)cc2)n1C
  0 | 0.2 | -2 | -5 | 0 | -5 | 0.6 | 3 | 2
6. O=C(CCCNC(=O)c1ccc(Cl)cc1)Nc1ccc(Br)cc1
  0 | -0.4 | -1 | -8 | -3 | 18 | 0.7 | -19 | 3
7. CN(CCCC(=O)Nc1ccccc1F)S(=O)(=O)c1ccc(F)cc1
  2 | -0.9 | -9 | 9 | -6 | -24 | -0.1 | 8 | -1
8. O=c1sc(Nc2ccccc2)nc2ccccc12
  2 | 0.1 | -14 | -3 | 1 | 5 | -0.4 | 6 | 2
9. CC1=C(C(=O)OCCC(C)C)C(c2ccc3c(c2)OCO3)NC(=O)N1 (configuration not stated)
  2 | -1.7 | -6 | 17 | 16 | -10 | -1.9 | 2 | 3
10. CC1CN(C(=O)CCC(=O)N2CCN(c3ccccn3)CC2)c2ccccc2O1 (configuration not stated)
  -1 | -0.8 | -9 | -4 | -8 | -22 | -0.5 | -7 | 2
11. Cc1ccc(C(C)NC(=O)c2ccc3c(c2)OCCO3)cc1C (configuration not stated)
  5 | -1.0 | -1 | -15 | 2 | -9 | -0.8 | 11 | 3
12. COc1cc2c(cc1OC)CN(C(=O)C1CCC(=O)N(CCCN3CCOCC3)C1)CC2 (configuration not stated)
  5 | 0.6 | 8 | 23 | -6 | -8 | -0.2 | 8 | 5
13. O=C(COC(=O)C1Cc2ccccc2CN1C(=O)c1ccccc1)Nc1ccc(SC(F)F)cc1 (configuration not stated)
  4 | 0.5 | 18 | -11 | 4 | 10 | 0.3 | -25 | 9
14. CCn1c(Cc2ccccc2)nnc1SCC(=O)Nc1ccc2c(c1)OCCO2
  -4 | -0.6 | 0 | 4 | 3 | 3 | 0.2 | 13 | -5
15. CCN1CCc2c(OCc3ccccc3)cccc2C1=O
  4 | -1.5 | 2 | -38* | 0 | 8 | -1.2 | -3 | -3
16. O=C(NNc1ccccn1)C(=O)NNS(=O)(=O)c1ccc(F)cc1
  1 | -0.4 | 1 | 4 | 2 | 5 | 0.2 | 4 | -6
17. Cc1cccc(Cn2ncc3c4sc(C)cc4n(C)c3c2=O)c1
  3 | 0.2 | . | 9 | 4 | . | . | . | 8
18. Cc1sc2ncn(CC(=O)N3CCN(c4ccc(F)cc4)CC3)c(=O)c2c1S(=O)(=O)N1CCC(C)CC1
  2 | -0.4 | -14 | -19 | -1 | . | 0.0 | -4 | -2
19. COc1ccccc1N1CCN(C(=O)c2nn(-c3ccccc3OC)c(=O)c3ccccc23)CC1
  3 | 0.5 | -7 | -4 | 0 | -4 | 8.7 | -3 | -2
20. CCOC(=O)c1sc(NC(=O)/C=C/c2cnn(C)c2C)c(C(=O)OCC)c1C
  5 | 0.1 | . | 3 | -6 | -9 | 1.2 | -4 | 2
21. COc1cc(NC(=O)Nc2c(C)n(C)n(-c3ccccc3)c2=O)cc(OC)c1OC
  1 | 0.0 | 3 | 8 | -2 | 2 | 0.0 | 8 | -2
22. COc1ccc(-c2noc(N3CCC(C(=O)N(C)c4ccccc4)CC3)n2)cc1
  3 | 0.3 | -9 | -10 | 5 | 2 | -0.2 | 0 | -3
23. CC1CCCC(C)N1C(=O)COC(=O)C12CC3CC(CC(Cl)(C3)C1)C2 (configuration not stated)
  0 | -0.1 | -4 | 6 | 8 | -4 | 0.5 | 20 | -3
24. CCCn1c(SCC(=O)Nc2cc(C(=O)O)ccc2C)nc2sc3c(c2c1=O)CCC3
  0 | 0.5 | 5 | -2 | -3 | -5 | -0.5 | 0 | 0
25. CCOc1ccccc1OCCn1nc2ccccc2n1
  4 | -0.4 | 9 | 6 | 1 | -2 | -0.1 | -5 | -4
26. CCCc1ccc(S(=O)(=O)N2CCN(C(C)C(=O)NCc3ccccc3)CC2)cc1 (configuration not stated)
  6 | -0.5 | -9 | -5 | -1 | -8 | 0.2 | 4 | -5
27. CCCOc1ccc(NC(=O)CC2C(=O)N(C)C(=S)N2Cc2ccc3c(c2)OCO3)cc1 (configuration not stated)
  -1 | -0.5 | -4 | 6 | -8 | -7 | 1.8 | -6 | 4
28. CCOc1ccccc1NC(=O)C1CCN(C(=O)C2CC(=O)N(c3ccc(C)cc3)C2)CC1 (configuration not stated)
  0 | 0.0 | 6 | 2 | -5 | 12 | -0.3 | -5 | -4
29. COc1ccccc1N1CCN(CC(O)COc2ccc3c(C)cc(=O)oc3c2)CC1 (configuration not stated)
  0 | 0.0 | -3 | -19 | -6 | 72* | 25 | -24 | -1
30. CC(=O)Nc1ccc(NC(=O)C2(C)CC2(Cl)Cl)cc1 (configuration not stated)
  1 | 1.7 | -8 | -8 | 0 | -5 | 0.7 | -1 | -3
31. COc1cccc(CN2CCNC(=O)C2CC(=O)NCc2cc(C(C)C)no2)c1 (configuration not stated)
  1 | 0.7 | -5 | 1 | -4 | 1 | -0.4 | 6 | 15
32. Cc1ccc2cc(CN(Cc3ccco3)C(=O)NC3CCCCC3)c(=O)[nH]c2c1C
  1 | -0.9 | -3 | 0 | -7 | 10 | 0.0 | 1 | 4
33. CC(CNC(=O)COC(=O)c1ccco1)c1ccccc1 (configuration not stated)
  1 | 0.4 | 1 | -11 | -4 | 5 | -0.4 | 15 | 4
34. Cc1cc(C)c(NC(=O)c2c(C)oc3c2C2=NCCN2C=N3)c(C)c1
  0 | -0.6 | . | -2 | -2 | . | -0.8 | 2 | -2
35. COc1ccccc1NC(=O)Nc1nc(CC(=O)NCc2ccc(F)cc2)cs1
  2 | 0.3 | -76* | -26 | -7 | . | . | . | 3
36. CC(=O)Nc1ccc(C(=O)c2ccccc2)cc1
  1 | 2.1 | -11 | -6 | -4 | -16 | -0.1 | 2 | 7
37. COc1ccc(S(=O)(=O)N2CCCCC2)cc1NC(=O)CNc1ccc(F)cc1C
  1 | 0.5 | 2 | -18 | -10 | . | . | . | 21
38. CSCCC(NC(=O)c1ccccc1Br)C(=O)NNC(=O)c1ccncc1 (configuration not stated)
  3 | 0.2 | -2 | -10 | 3 | 4 | -0.2 | 4 | 2
39. Cc1noc(NS(=O)(=O)c2ccc(NC(=O)CSc3nnc(-c4ccccc4)n3C3CCCCC3)cc2)c1C
  2 | -0.4 | -18 | 1 | -1 | 6 | -0.5 | 1 | 2
40. CN(C)c1ccc(Nc2ccc([N+](=O)[O-])cn2)cc1
  4 | -0.8 | -21 | 9 | 2 | 15 | 1.5 | -2 | 10
41. CCCCN1C(N)=NC[C@H]1Cc1ccc(O)cc1
  1 | 0.3 | . | -4 | -7 | 48* | -0.1 | -4 | -6
42. CC(C)N1C(=O)CCC1C(=O)NCCc1ccccc1 (configuration not stated)
  3 | 0.1 | 22 | -3 | 0 | 6 | 1.1 | 2 | -15
43. O=C(Nc1ccc(C(=O)N2CCCC2)cc1)c1ccccc1Br
  0 | 0.0 | 7 | -14 | -5 | -5 | -0.7 | 2 | 0
44. CCOc1ccc(NS(=O)(=O)c2ccc(NS(=O)(=O)c3ccccc3)cc2)cc1
  2 | 0.3 | 7 | -11 | 7 | -2 | 0.2 | -6 | 4
45. Cc1nnsc1-c1c(C(=O)O)c(C)nn1-c1ccc(OC(F)(F)F)cc1
  3 | 3.0 | -9 | 8 | 2 | 5 | -0.9 | -4 | 3
46. COc1cccc(S(=O)(=O)N2CCN(c3ccccc3F)CC2)c1
  4 | -0.7 | 4 | -5 | -1 | 0 | 0.1 | -2 | -5

No enrichment for hits. Share with any hit: about 7.3%.
